Assay outcomes deposited in PubChem by several laboratories.
DAX1 inh-1: inhibitors of human orphan nuclear receptor DAX1 (NR0B1); HEK293 Gal4-DAX1 luciferase reporter, luminescence; inhibition, % at 6.75 µM; 340,000 compounds, 0.99% hits; AID 504766;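 active = inhibition above the mean over all tested compounds plus 3 SD, cut at about 4.2% in these data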;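 also: 0% = DAX1-transfected cells with DMSO and 100% = empty-vector control cells with DMSO; inhibition shows as a rise in luminescence from relieved DAX1 repression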
Target sequence (P51843 207-470 limits assumed): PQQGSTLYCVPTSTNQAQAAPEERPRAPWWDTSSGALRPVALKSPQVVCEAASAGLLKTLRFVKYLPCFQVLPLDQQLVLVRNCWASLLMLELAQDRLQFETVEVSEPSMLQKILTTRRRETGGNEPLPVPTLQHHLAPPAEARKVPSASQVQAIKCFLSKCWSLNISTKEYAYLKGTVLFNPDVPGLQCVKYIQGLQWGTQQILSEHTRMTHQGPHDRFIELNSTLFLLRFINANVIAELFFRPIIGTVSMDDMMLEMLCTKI
SMARCA2 activ: SMARCA2 function activation, primary screen; MG213 cells, MMTV-luciferase reporter, dexamethasone, overnight; 370,000 compounds, 1% hits; activation, % at 9.1 µM; in the data active = activation above about 7.8%;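 also: 0% = vehicle wells and 100% = reference activator wells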
hgDAF-12 ag: hgDAF-12 agonism, primary luciferase screen; HEK293 GAL4-hgDAF12 UAS-luciferase reporter, agonist luminescence; normalized to butyrate control; activation, % at 6.8 µM; 370,000 compounds, 1.8% hits;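 active = activation above a cutoff set at the mean of all screened compounds plus 3 SD, cut at about 10% in these data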;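 also: 0% = DMSO wells and 100% = sodium butyrate wells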
HGIII-sPLA2 inh: Inhibits HGIII-sPLA2 liposome hydrolysis, primary screen. 370,000 compounds, 0.56% hits. inhibition, % at 12.2 µM. QFRET BODIPY PC-A2 liposome hydrolysis, fluorescence;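 active = inhibition above mean plus 3 SD of compounds lying within the high and low control bounds, cut at about 19% in these data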;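 also: 0% = median of test compound wells and 100% = no enzyme DMSO wells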
Target sequence (Q9NZ20 whole entry, looked up): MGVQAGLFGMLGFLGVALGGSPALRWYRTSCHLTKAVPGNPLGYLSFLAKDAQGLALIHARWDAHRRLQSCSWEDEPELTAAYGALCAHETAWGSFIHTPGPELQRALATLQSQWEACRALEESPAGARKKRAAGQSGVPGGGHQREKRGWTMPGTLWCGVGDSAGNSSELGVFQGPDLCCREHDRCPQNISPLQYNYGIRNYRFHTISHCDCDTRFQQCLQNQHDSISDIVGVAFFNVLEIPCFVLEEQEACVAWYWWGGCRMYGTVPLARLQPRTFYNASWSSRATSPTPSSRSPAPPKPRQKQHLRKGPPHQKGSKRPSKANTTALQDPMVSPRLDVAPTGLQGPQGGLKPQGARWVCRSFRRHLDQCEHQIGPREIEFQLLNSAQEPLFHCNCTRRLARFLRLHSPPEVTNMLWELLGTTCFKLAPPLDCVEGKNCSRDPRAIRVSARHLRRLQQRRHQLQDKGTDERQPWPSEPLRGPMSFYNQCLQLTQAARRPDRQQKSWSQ
KLK7 zymogen act: activators of human kallikrein-7 zymogen | P49862 | purified proKLK7, EDANS-DABCYL substrate fluorescence; 100% is mature enzyme control, 0% vehicle | activation, % at 7 µM | 370,000 compounds, 0.9% hits | AID 652039;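 active = activation above the mean of all tested compounds plus 3 SD, computed per campaign excluding outliers beyond control limits, cut at about 13% in these data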
Target sequence (P49862 whole entry, looked up): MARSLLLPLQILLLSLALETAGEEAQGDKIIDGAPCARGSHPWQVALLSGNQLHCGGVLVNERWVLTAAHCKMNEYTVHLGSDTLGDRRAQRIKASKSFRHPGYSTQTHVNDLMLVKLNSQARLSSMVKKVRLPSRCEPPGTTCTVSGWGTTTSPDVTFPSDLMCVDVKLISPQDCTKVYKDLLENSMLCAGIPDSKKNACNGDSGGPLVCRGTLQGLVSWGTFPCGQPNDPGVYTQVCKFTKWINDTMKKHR
GAA850 FXN act: increases GAA850 frataxin promoter reporter activity. HEK293 lucGAA850 FXN promoter luciferase reporter, 24 h; percent of 10 µM SAHA response. activation, % at 6 µM. 360,000 compounds, 0.56% hits;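 active = activation above the average of all compounds screened plus 3 SD, cutoff fixed separately per campaign, cut at about 7.5% in these data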;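 also: 0% = DMSO wells and 100% = 10 µM SAHA wells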
GC-B act: GC-B (human) receptor activation; HEK293-GC-B cells, CNP EC30, cGMP TR-FRET; 0% at EC30 CNP, 100% saturating CNP; activation, % at 10 µM; 370,000 compounds, 0.11% hits; AID 1920062;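 active = activation at 10 µM reaching about 35% in either raw or pattern-adjusted values, limit read from the data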
hcDAF12 agonist: activates DAF-12 receptor from parasite H. contortus. HEK293 hcDAF-12 lit1-tk-luc reporter, luminescence; 0% DMSO, 100% Δ7-dafachronic acid. activation, % at 6.8 µM. 370,000 compounds, 1.4% hits;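 active = activation above the mean of all tested compounds plus 3 SD, cut at about 5.5% in these data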;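 also: 100% = response to 3 µM Δ7-dafachronic acid high control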
ssDAF12 agonist: activators of S. stercoralis DAF-12 nuclear receptor | HEK293 ssDAF-12/GRIP1 lit1-tk-luc reporter, luminescence; % of 3 µM dafachronic acid response | activation, % at 6.8 µM | 370,000 compounds, 1% hits;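 active = activation above the mean over all tested compounds plus 3 SD, cut at about 0.9% in these data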;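 also: 0% = DMSO-only wells and 100% = 3 µM delta7-dafachronic acid wells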
GC-A act: GC-A (human) enzyme activation | P16066 | 370,000 compounds, 0.14% hits | HEK293 GC-A cells, cGMP TR-FRET, EC30 ANP; 0% at EC30 ANP, 100% saturating ANP | activation, % at 10 µM; in the data active = activation above about 40%
DAX1 inh-2: inhibitors of DAX1 repression of SF-1 activated StAR promoter | HEK293T StAR-luciferase reporter, SF-1/DAX-1 repression relief | AID 652010 | 370,000 compounds, 1.1% hits | inhibition, % at 6.8 µM;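 active = inhibition above the mean over all tested compounds plus 3 SD, cut at about 3.6% in these data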;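 also: 0% = DAX-1 cells with DMSO and 100% = cells lacking DAX-1 with DMSO; higher inhibition means more luminescence from relief of DAX-1 repression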
* marks the source's active call; other numbers are inactive results; x = no result given.

molecule	DAX1 inh-1	SMARCA2 activ	hgDAF-12 ag	HGIII-sPLA2 inh	KLK7 zymogen act	GAA850 FXN act	GC-B act	hcDAF12 agonist	ssDAF12 agonist	GC-A act	DAX1 inh-2
O=C(CSc1nnc(-c2cnccn2)n1Cc1ccco1)c1ccc(Cl)cc1	-1.0	-2.2	-1.0	-40.3	-0.5	2.1	-2.1	1.4	-1.0	-3.4	0.2
CCc1c(C)sc(NC(=O)CN2CCN(C(=O)c3ccco3)CC2)c1C(=O)OC	-1.2	2.8	1.3	-16.1	0.7	-1.6	-15.1	-3.6	-1.3	-7.8	-3.9
COc1cc(C(=O)NNC(=O)/C=C/c2ccco2)cc(OC)c1OC	0.5	3.6	0.0	-8.7	0.1	-0.3	-0.6	0.0	-0.8	0.6	-1.1
COc1ccc(-n2nnnc2SCC(=O)NC2CCCC2)cc1OC	-1.6	-0.2	-1.6	8.3	-0.2	-1.7	-4.9	-0.9	-1.1	7.5	-0.5
CCOc1ccccc1NC(=S)N1CCN(c2ccc(OC)cc2)CC1	1.1	-1.2	-1.6	10.7	-0.5	-0.6	3.9	-2.4	-1.9	0.3	-0.2
O=C(CN1CCOCC1)Nc1c(C(=O)C2CC2)oc2ccccc12	-1.2	2.0	-0.8	-2.2	0.4	4.5	0.6	-0.6	-2.0	4.8	-0.4
O=C(Nc1ccc([N+](=O)[O-])cc1)c1nc[nH]c1C(=O)NC1CCCCC1	0.6	-3.9	0.9	9.8	-0.1	-0.3	0.9	0.3	-1.4	3.5	-0.2
Cc1ccc(S(=O)(=O)N(C)c2ccc(OCC(=O)N3CCCC(C(F)(F)F)C3)cc2)cc1 (stereo unspecified)	-0.5	-1.5	-1.5	-17.6	-0.1	0.7	-2.9	-1.8	-1.7	-8.5	-3.1
Cc1cc(C)c(OCC(O)CNC(C)(C)C)c(C)c1 (stereo unspecified)	0.3	0.8	4.2	-1.2	-0.5	-0.9	2.1	-1.0	-1.3	1.5	0.1
CCOC(=O)c1ccc(S(=O)(=O)n2c(CN3CCCCC3)nc3ccccc32)cc1	-0.6	-2.9	-1.0	1.4	-0.4	2.3	3.0	0.5	-0.6	2.2	0.3
CC(=O)N(NC(N)=O)C(C)CC(=O)C1C(C)C=CCC1(C)C (stereo unspecified)	x	-3.9	-2.5	-4.6	0.0	0.6	-1.8	-0.1	-1.2	-2.6	0.2
COc1cc(NC(=O)c2c(F)cccc2F)c(Cl)cc1Cl	x	3.9	-2.2	-7.2	20.8*	4.6	1.5	-1.8	-1.4	-2.6	0.7
C=C(C)c1cccc(C(C)(C)NC(=O)Nc2ccc(C(N)=O)cc2)c1	-1.6	-5.3	-3.7	-14.9	0.6	0.7	-6.6	-1.6	-1.6	-2.0	-0.6
Cc1ccnc2c1NC(=O)c1cccnc1N2C1CC1	-0.8	-4.1	2.8	5.4	-0.2	1.3	-1.5	-0.6	-0.8	2.1	0.8
CCOC(=O)c1ccc(Nc2cc(C)nc(-c3ccccc3)n2)cc1	-3.5	-2.8	5.2	-18.8	-2.8	-3.3	-9.9	-2.4	-1.9	-5.0	-2.0
CC1CN(S(=O)(=O)c2ccccc2)CN1C(=O)N1CCOCC1 (stereo unspecified)	1.6	-2.9	2.8	-2.4	0.3	2.8	1.0	0.0	-0.3	-3.4	0.1
CCN(CC)CCOC(=O)c1c(C)n(C)c2ccc(OC)cc12	4.2	0.7	-0.3	2.0	1.3	0.2	-4.4	1.4	0.2	-0.9	0.3
CC(C)CCNCC1OCc2ccccc2CO1	-1.7	0.9	0.3	5.2	0.2	3.5	1.6	-0.3	-1.0	-0.6	0.1
COc1ccc(C)cc1NS(=O)(=O)c1ccc(NS(=O)(=O)c2ccc(NC(C)=O)cc2)cc1	1.6	-2.8	-1.1	-27.2	-0.1	0.5	1.2	-3.2	-1.5	0.8	-0.1
CCOc1ccccc1-c1cc(C(=O)N2CCOCC2)c2ccccc2n1	0.0	-1.6	2.0	6.5	0.1	0.6	3.0	1.0	-0.7	-1.2	-0.2
N#CCC(=O)N1CCN(Cc2ccc3c(c2)OCO3)CC1	x	-4.1	-3.4	-12.7	-0.2	1.3	-0.3	-1.5	-1.3	3.7	0.0
Cn1c(=O)c2c(nc(Br)n2Cc2ccc3ccccc3c2)n(C)c1=O	-2.2	-0.7	-3.2	0.8	0.1	-1.6	-1.7	-1.1	-1.1	-7.8	-1.3
O=C(CN1CCN(C(=O)C2CC2)CC1)Nc1cc(C(F)(F)F)cc(C(F)(F)F)c1	2.7	-2.2	-2.7	-1.2	0.1	-0.3	-0.6	-0.4	-1.9	-4.5	-1.9
CC1C(c2ccccc2)OCCN1C(=S)NC(=O)c1ccccc1 (stereo unspecified)	2.4	-2.8	6.5	-2.1	0.1	1.1	6.5	-0.7	-0.9	1.2	0.8
CCCC(C)(C)C(=O)N1CCC1(C)C(=O)Nc1ccc2c(c1)OCCO2 (stereo unspecified)	x	-5.6	-0.4	-0.3	0.1	-1.4	-6.2	-1.4	-1.9	-2.8	0.3
NC(=O)[C@@H]1CCCCNc2c(F)cc([N+](=O)[O-])cc2C(=O)N[C@@H](CC(=O)O)C(=O)NCC(=O)N1	0.1	1.4	0.2	3.9	0.3	-0.6	5.1	-0.8	-1.1	3.2	-0.2
CCN(CC)C(=O)C1=C(C)NC(=S)NC1c1cn(-c2ccccc2)nc1-c1ccc(Cl)cc1 (stereo unspecified)	-0.1	-2.5	-1.8	13.2	-0.8	-4.1	-4.7	-1.6	-1.5	-6.0	-0.1
COc1ccc(C2C3C=CCC(c4cccc(-c5ccc(C)cc5)c4)C3C(=O)N2Cc2ccccc2)cc1Cl (stereo unspecified)	-0.4	2.0	-2.2	4.1	0.1	-0.3	1.8	-0.5	-0.7	1.6	0.3
CCOC(=O)[C@]12Cc3c(cc(OC)c(OC)c3OC)[C@H]1N(CCC(=O)OC)C(=O)c1cc(OC)ccc12	x	-4.5	-0.7	-2.5	0.4	x	-15.7	-1.4	-0.8	-21.2	1.6
Cn1c(=O)[nH]c(=O)c2c1nc(SCCCO)n2CCCc1ccccc1	-0.5	3.5	-3.0	2.0	-0.2	3.9	-3.9	-2.4	-1.6	-1.1	-0.5
Cc1cccc(N2C(=O)N3[C@H](c4ccc(Br)cc4)[C@@H]4C(=O)N(C(C)(C)C)C(=O)[C@@H]4[C@]3(C)C2=O)c1	0.6	0.8	-2.5	-28.9	0.9	13.6*	1.9	1.4	-0.9	-0.4	0.8
CCn1c2ccccc2c2cc(NC(=O)c3ccc(Br)o3)ccc21	-0.5	-0.6	1.3	20.9*	-1.1	-2.0	-0.1	-2.5	-1.1	-4.6	0.4
CCn1nc(C)c(C(=O)Nc2cc(Oc3cc(C)cc(C)c3)cc([N+](=O)[O-])c2)c1C	0.4	-2.0	-0.7	-0.6	0.2	-3.0	-7.5	0.1	-2.2	-8.5	-1.4
CS(=O)(=O)N1N=C(c2cccs2)CC1c1ccc(Cl)o1 (stereo unspecified)	2.1	0.3	2.2	-2.8	0.8	5.9	-0.4	2.2	-1.2	-3.6	0.5
CCn1cc([N+](=O)[O-])c(C(=O)N2CCOCC2)n1	-1.1	-2.7	-1.4	8.3	-0.5	0.0	0.6	-0.1	-1.6	1.5	0.2
Cc1nc2cc(Cl)ccc2c(=O)n1Cc1ccncc1	1.7	4.0	0.1	6.6	-0.3	-1.4	4.0	-3.0	-1.4	-2.1	0.2
C=CCn1c(SCC(=O)Nc2cc3oc4ccccc4c3cc2OC)nnc1-c1cnccn1	-0.3	0.7	3.7	-1.9	-0.5	0.8	2.9	-0.2	-1.3	-6.0	-0.4
Nc1ccc(S(=O)(=O)c2ccc(NC(=O)c3cccnc3)cc2)cc1	-1.2	-2.6	-0.6	-3.3	0.3	0.1	-2.4	-1.7	-1.4	-3.4	-0.6
COc1ccc(Cl)cc1NC(=O)CN1CCN(S(=O)(=O)N2CCC(C)CC2)CC1	1.1	-1.8	-0.5	7.8	1.0	-0.9	-1.3	-0.6	-1.3	-7.7	0.3
COc1ccc(N2C(=O)C3CC=C(Cl)CC3C2=O)cc1 (stereo unspecified)	-0.7	0.9	2.0	-1.4	0.1	1.8	7.4	-1.0	-1.5	-2.8	-0.8
CCOC(=O)c1cc(NCc2cccs2)ccc1N1CCOCC1	-0.4	-0.5	2.5	9.5	-1.3	2.1	-1.8	-1.1	-0.2	-5.5	1.6
COc1ccc(-c2coc3c(C(=O)NCc4cccs4)cccc23)c(C)c1	x	-4.3	-3.5	-8.0	0.1	0.5	2.8	-3.4	-1.8	6.3	-2.0
Cc1ccccc1NC(=O)CN1C(=O)S/C(=C\c2ccc(-c3cccc(C(=O)O)c3C)o2)C1=O	0.5	-2.2	-0.1	2.7	0.1	0.3	-2.5	-0.2	-0.3	-2.8	0.0
CCc1ccc(N(C(=O)c2csnn2)C(C(=O)NC2CCCCC2)c2ccncc2)cc1 (stereo unspecified)	0.6	2.9	3.4	-0.4	0.9	8.6*	-6.3	3.1	-0.1	-5.6	-0.1
COCCNC(=S)N(C)[C@H]1C[C@H]2c3[nH]c4ccccc4c3CCN2C[C@H]1[C@H](C)O	x	3.6	0.9	4.3	1.9	x	1.8	1.7	-0.1	8.4	1.2
CCN(CC)C(=O)Cn1cnc2sc(C(=O)NCCCN3CCOCC3)c(C)c2c1=O	0.1	-2.7	0.3	0.6	0.5	-0.8	1.2	-1.1	-1.0	2.7	0.4
CC1(C)CC(=O)C(C=NCCN2CCN(C(=S)Nc3ccccc3)CC2)=C(O)C1	-0.3	-0.5	-3.4	-3.4	0.2	-1.2	0.1	-1.3	-0.6	3.3	0.5
CCOC(=O)c1ccc(S(=O)(=O)N2CCC(C(=O)OCC)CC2)cc1	0.2	-0.6	0.8	2.8	-0.3	1.5	-3.0	-0.6	-1.7	-2.9	0.0
Cc1cc(C)c(C#N)c(N2CCOCC2)n1	0.7	-0.5	1.6	1.8	-0.6	1.3	1.0	-1.2	-0.7	1.8	0.4
O=C(/C=C1\OCc2cc(OCc3ccccc3)ccc21)OCc1ccccc1	x	-0.3	3.9	1.4	0.1	x	-4.2	-0.1	-1.1	1.0	0.7
COc1ccccc1-c1ccc(=O)n(CC(=O)NCc2ccco2)n1	-0.3	-2.7	4.0	3.5	-0.5	0.1	0.5	-1.0	-1.2	2.6	0.2
O=S(=O)(c1cccs1)N1CCCc2cccc(O)c21	3.4	1.7	7.1	1.0	0.0	3.5	-1.3	3.3	-0.1	1.8	1.1
CCN(CC)C(=O)c1cc(-c2ccccc2OC)on1	0.4	0.1	5.6	-1.4	-0.2	-0.2	-1.4	1.2	-1.0	3.0	0.4
